Screening results (PubChem)
HBB splice mod: qHTS Assay for Modulators of Hemoglobin Beta Chain Splicing. HBB splicing reporter cell assay, activation; EGFP reporter with mutant IVS2-654 intron; response scale: normalised to 500 nM splice-correcting PNA. hit rate 0.06% among 65,000. Potency, µM (doses to about 46.1 µM), for the others: at the highest dose activation, usual class: activators; further: potency means the concentration at half of the fitted maximal effect; 0% is about no effect
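Compounds were applied for 2 days to HeLa EGFP-654 cells, 500/well in Optimem with 2% FCS. The reporter's EGFP is disrupted by mis-splicing of beta-globin intron IVS2-654. Readout: summed well GFP fluorescence from 488 nm laser scanning; reference was 500 nM antisense […] 654 PNA.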
Texas Red fluor: qHTS Assay for Spectroscopic Profiling in Texas Red Spectral Region. max dye-equivalent concentration, M. hit rate 0.06% among 59,000. Compound fluorescence, Texas Red channel, 547/618 nm; stronger effect = higher value. AID 587, 2007; in the data active means max dye-equivalent concentration above about 10 nM; inconclusive means between about 1.1 nM and that limit
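Spectral interference profiling: each compound concentration's relative fluorescence, read with a 547 nm excitation and 618 nm emission filter pair, was normalized to a per-plate Texas Red standard curve.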
4-MU autofl: qHTS Assay for Spectroscopic Profiling in 4-MU Spectral Region; max dye-equivalent concentration, M; hit rate 11% among 59,000; compound autofluorescence, 340/450 nm, 4-MU equivalents; stronger effect = higher value; in the data active means max dye-equivalent concentration above about 10 nM; inconclusive means mostly about 1.1 nM to 9.6 nM
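Intrinsic fluorescence at 340/450 nm (ex/em) was read after 15 min at room temperature in pH 8.0, 100 mM Tris. Each compound concentration expressed as 4-MU-equivalent concentration from a six-point 4-MU standard series on each plate.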
Fluorescein fluor: qHTS Assay for Spectroscopic Profiling in Fluorescein Spectral Region | Compound autofluorescence, 480/540 nm, fluorescein-equivalent; stronger effect = higher value | max fluorescein-equivalent concentration, M | hit rate 0.91% among 59,000 | AID 593, 2007; in the data active means max fluorescein-equivalent concentration above about 10 nM; inconclusive means between about 1.1 nM and that limit
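Normalized response (dye-equivalent concentration) derives from comparing each well's 540 nm emission, under 480 nm excitation, with plate-resident fluorescein standards. Compounds were held in 100 mM Tris, pH 8.0, for 15 min at room temperature.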
Rhodamine fluor: qHTS Assay for Spectroscopic Profiling in Rhodamine Spectral Region. Rhodamine-region fluorescence, 547/598 nm, Tris buffer; stronger effect = higher value. hit rate 0.05% among 59,000. max dye-equivalent concentration, M. AID 594, 2007; in the data active means max dye-equivalent concentration above about 11 nM; inconclusive means between about 1.1 nM and that limit
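Intensities are converted to rhodamine-equivalent concentration using a six-point rhodamine standard on each plate. Compounds sit 15 min at room temperature in 100 mM Tris buffer, pH 8.0; read uses the 547/598 nm excitation/emission pair.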
HADH2 inhib: qHTS Assay for Inhibitors of HADH2 (Hydroxyacyl-Coenzyme A Dehydrogenase, Type II) | Potency, µM (top dose mostly 57.1 µM), inactives show at the highest dose activity change, negative = inhibition, most hits filed as inhibitors | recombinant HADH2, NADH fluorescence, beta-hydroxybutyryl-CoA | AID 886, 2007 | hit rate 3.4% among 73,000; further: potency means the concentration at half of the fitted maximal effect; on the % scale 0 is the no-effect control and ±100 the full control effect; nearly all actives have a fitted effect of over 60% in size; many of its hits are not listed in these tables
Target sequence (Q99714 whole entry, looked up, one chain of several): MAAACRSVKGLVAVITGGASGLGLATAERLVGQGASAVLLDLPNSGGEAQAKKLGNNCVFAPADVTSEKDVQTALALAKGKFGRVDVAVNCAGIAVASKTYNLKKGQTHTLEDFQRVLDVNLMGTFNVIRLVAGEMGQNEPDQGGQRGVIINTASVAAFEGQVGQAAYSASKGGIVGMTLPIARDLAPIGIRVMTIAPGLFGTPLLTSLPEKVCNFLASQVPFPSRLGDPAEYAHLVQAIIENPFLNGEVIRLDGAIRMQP
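Activity measured as NADH fluorescence gain (360/450 nm), taken as the change between first and last reads of a 4-min kinetic run. Conditions: pH 9.0 Tris buffer, 20 nM E. coli-expressed His-tagged enzyme, 1 mM NAD+, 90 uM beta-hydroxybutyryl-CoA; 15-min compound preincubation.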
UbGFP stabilizer: Ubiquitin-GFP Assay | AID 526, 2006 | 67,000 tested, under 10 active | Potency, µM (doses to about 45.9 µM), for inactives: at the highest dose activation (GFP accumulation), actives largely listed as activators | Ubiquitin-GFP reporter cells, proteasome inhibition, GFP fluorescence; response scale: untreated = 0%, 10 µM MG-132 = 100%; active means well fitted activation curve with a large enough effect, not every such curve was filed as active; inconclusive means small, poorly fitted or top-dose-only effect, or another doubt; inactive means no such curve, though single readings can be large or run the other way; further: potency means the concentration at half of the fitted maximal effect
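Reporter cells (U2OS, ubiquitin-G76V-GFP fusion) are plated overnight, then treated 4 hr at 37 °C with compound titrations from 46 uM down to 2.9 nM. Activity is scaled against untreated cells and 10 uM MG-132.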
15-hLO inh: qHTS Assay for Inhibitors of 15-hLO (15-human lipoxygenase) | Polyunsaturated fatty acid lipoxygenase ALOX15 (Homo sapiens), P16050 | purified 15hLO-1, xylenol orange hydroperoxide absorbance | Potency, µM (series often up to 57.1 µM), without a hit: top-dose activity change, negative = inhibition, usual class: inhibitors | hit rate 1.4% among 74,000 | AID 887, 2007; further: potency means the concentration at half of the fitted maximal effect; on the % scale 0 is the no-effect control and ±100 the full control effect; nearly all actives have a fitted effect of over 55% in size
Target sequence (P16050 whole entry, looked up): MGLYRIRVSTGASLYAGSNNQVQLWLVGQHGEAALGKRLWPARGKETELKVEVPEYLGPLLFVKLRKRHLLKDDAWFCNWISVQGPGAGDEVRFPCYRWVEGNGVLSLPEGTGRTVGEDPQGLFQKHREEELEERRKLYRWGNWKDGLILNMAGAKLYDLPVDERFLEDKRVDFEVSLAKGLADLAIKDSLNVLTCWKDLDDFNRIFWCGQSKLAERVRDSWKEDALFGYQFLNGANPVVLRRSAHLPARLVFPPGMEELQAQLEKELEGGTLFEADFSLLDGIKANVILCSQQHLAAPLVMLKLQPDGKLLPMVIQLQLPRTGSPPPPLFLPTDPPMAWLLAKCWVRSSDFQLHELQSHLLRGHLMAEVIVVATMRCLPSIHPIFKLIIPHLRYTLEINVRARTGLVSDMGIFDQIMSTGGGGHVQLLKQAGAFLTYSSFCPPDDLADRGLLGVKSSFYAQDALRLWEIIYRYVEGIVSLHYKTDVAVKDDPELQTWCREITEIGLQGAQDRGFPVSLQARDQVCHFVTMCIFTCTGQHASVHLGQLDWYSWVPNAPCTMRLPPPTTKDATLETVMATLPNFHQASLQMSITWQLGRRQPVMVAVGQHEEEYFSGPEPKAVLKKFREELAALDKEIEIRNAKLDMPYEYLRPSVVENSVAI
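Hydroperoxide formed from arachidonic acid (50 uM) by purified human 15hLO-1 (40 nM) oxidizes ferrous iron, and the ferric-xylenol orange complex is read at 573 versus 405 nm. Compounds were preincubated 15 min; reaction ran 6 min at room temperature.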
Hsp90 Hop PPI: qHTS Assay for Disrupters of an Hsp90 Co-Chaperone Interaction | Hsp90 C-terminal peptide / TPR2A (Hop) interaction, human | AlphaScreen TPR2A-His6 binding biotin-Hsp90 C-terminal peptide | Potency, µM (highest dose often 57 µM), for inactives: at the top dose activity change, negative = inhibition | hit rate 0.44% among 71,000 | AID 595, 2007; active means well fitted curve in either direction with a large enough effect; inconclusive means small, poorly fitted or top-dose-only effect, or another doubt; further: potency means the concentration at half of the fitted maximal effect; on the % scale 0 is the no-effect control and ±100 the full control effect; many of its hits are not listed in these tables
Epigenetic mod: qHTS Assay for Epigenetic Modulators; hit rate 0.09% among 68,000; Potency, µM (highest dose often 46.1 µM), inactives show top-dose GFP derepression (activation); mouse C127i GFP locus derepression, cytometry, 30 h; further: % of control where 0% means no effect
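Read-out is the number of GFP-positive cells, scored as fluorescent objects 20 to 120 um wide, reflecting derepression of a silenced CMV-GFP reporter in murine C127i cells after 30 h compound exposure at 37 C.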
Pol III holo inh: qHTS Assay for Inhibitors of DNA Polymerase III Holoenzyme System; Potency, µM (highest dose often 57.1 µM), for inactives: top-dose activity change, negative = inhibition; reconstituted DNA polymerase III holoenzyme replication, biochemical; hit rate 0.25% among 71,000; AID 603, 2007; further: potency means the concentration at half of the fitted maximal effect; on the % scale 0 is the no-effect control and ±100 the full control effect
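Reconstituted *E. coli* holoenzyme (0.35 nM Pol III, 1 nM beta, 154 nM SSB, 2 nM primase) was preincubated with compound for 15 min at RT. Synthesis on 1.4 nM ssM13Gori ran 35 min, then was stopped with PicoGreen/EDTA and read as dsDNA fluorescence.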
* hit, by the source's call; i = inactive; ? = inconclusive; / = not tested or not shown; [ ] = remark or other dose. Unless noted, the call rests on the fitted dose curve; in most records, active means well fitted curve in the direction sought with a large enough effect; inconclusive means small, poorly fitted or top-dose-only effect, or another doubt; inactive means no such curve, though single readings can be large; an effect the other way counts as inactive or inconclusive.

Each structure is followed by: HADH2 inhib, Pol III holo inh, HBB splice mod, UbGFP stabilizer, Texas Red fluor, 4-MU autofl, Rhodamine fluor, Fluorescein fluor, Epigenetic mod, Hsp90 Hop PPI, 15-hLO inh
> Cc1ccc(OC(C)C(=O)N2CCc3ccccc32)cc1 (stereo unspecified)
    -4%, -2%, -0.7%, 6%, i, i, i, ?, 0%, 3%, -3%
> CC(C)=C[C@H]1[C@@H](COC(=O)c2ccccc2Cl)C1(C)C
    -6%[11.4 µM], -3%[11.4 µM], 2.2%[9.22 µM], -2%[9.17 µM], i, i, i, i, 4%[9.22 µM], 3%[11 µM], 7%[11.4 µM]
> O=C(c1cc2sccc2n1Cc1ccccc1)N1CCc2ccccc21
    1%, -4%, /, 7%, i, i, i, i, 0%, ?, -5%
> CN(Cc1ccco1)c1ncnc2ccc(-c3ccccc3Cl)cc12
    0%, 14%, -1.2%, -4%, i, i, i, i, 0%[9.22 µM], -2%, -3%
> O[C@@H](c1cc(-c2ccc(Cl)cc2)nc2ccccc12)[C@@H]1CCCCN1
    8%[11.4 µM], -7%[11.4 µM], 1.9%[9.22 µM], 12%[9.17 µM], i, i, i, i, 2%[9.22 µM], -5%[11 µM], 8%[11.4 µM]
> CCOC(=O)CNC(=O)c1cc(-c2ccc3c(c2)OCCO3)oc1C
    -11%, 0%, /, -6%, i, i, i, 4.5e-08M*, -3%, -2%, -9%
> COc1ccc(N2CCN(S(=O)(=O)c3ccc(Br)s3)CC2)cc1
    2%, 4%, 2.2%[57.5 µM], -1%, i, ?, i, i, 4%, -2%, -6%
> COc1cccc(-c2ccc(=O)n(CC(=O)Nc3cc4c(cc3NC(C)=O)OCCO4)n2)c1
    3%, -4%, /, -4%, i, i, i, i, -2%, -2%, -7%
> Cc1sc2ncn(-n3c(C)ccc3C)c(=O)c2c1C
    -18%, ?, 0.2%[57.5 µM], -2%, i, i, i, i, -1%, -2%, -3%
> CN(C)c1ccc(CN(C(=O)COc2ccc(Br)cc2)C2CCS(=O)(=O)C2)cc1 (stereo unspecified)
    6%, 1%, 0.7%[1.84 µM], 4%, i, i, i, i, 0%, -19%, -9%
> NC(=O)C[C@@H]1N[C@]2(C(=O)Nc3ccccc32)[C@@H]2C(=O)N(C3CCCCC3)C(=O)[C@H]12
    -3%, 0%, -0.1%, 1%, i, i, i, ?, -3%, -1%, 0%
> COc1ccc2[nH]c(=O)c(CN(C(=O)NC3CCCCC3)C3CCCC3)cc2c1
    -1%, -2%, /, -1%, i, 2.5e-08M*, i, ?, 3%, 1%, ?
> COc1cc(-c2nnc(SCc3cccnc3)n2C)cc(OC)c1O
    -6%, -4%, -1.2%, 15%, i, i, i, ?, 1%, 0%, ?
> Cc1cccc(C(CC(=O)N2CCCC2)c2ccccc2)c1O (stereo unspecified)
    5%, -4%, 3.4%, 5%, i, i, i, i, -1%, 0%, 3%
> CC(=O)Cc1nsc(NC(=O)c2ccc(COc3ccc(C)cc3)o2)n1
    -10%, 3%, -0.3%[57.5 µM], 1%, i, i, i, i, 1%, 1%, 3%
> CCOC(=O)c1cccc(NC(=O)CSc2nnc(-c3ccoc3C)n2CCOC)c1
    11%, -3%, /, 0%, i, i, i, ?, -1%, -4%, 11%
> Cc1ccc(CN2C(=O)CCC2C(=O)NC2CCCC2)cc1 (stereo unspecified)
    -4%, 9%, 1.5%, -2%, i, i, i, i, -1%, -2%, -3%
> COc1ccc(S(=O)(=O)N2CCC(C(=O)NCc3cccc(OC)c3)CC2)cc1
    13%, -6%, /, 0%, i, i, i, i, 1%, 1%, -6%
> COc1ccc(-c2cc(C(F)(F)F)n3nc(C(=O)O)cc3n2)cc1OC
    -2%[11.4 µM], -8%[11.4 µM], -0.6%[0.0738 µM], 9%[9.17 µM], /, /, /, /, -2%, -1%[11 µM], 0%[11.4 µM]
> COCC(=O)N1CCC2(CC1)CCN(C(=O)Nc1ccc(OC)cc1)CC2
    0%, -1%, -0.6%, -9%, i, i, i, i, -2%[9.22 µM], -1%, -3%
> O=C(O)CCSc1nc2ccc(Br)cc2[nH]1
    4%, -2%, /, -5%, i, i, i, i, -1%, -5%, 2%
> COCCCNC(=O)c1cc2c(=O)n3cccc(C)c3nc2n(C(C)C)c1=N
    165%[activator], -5%, /, 6%, ?, 1.5e-05M*, i, i, 0%, -2%, 1%
> COC(=O)c1ccccc1Nc1ccccc1
    -10%, -5%, 3.2%, 20%, i, ?, i, ?, -3%, ?, 6%
> Clc1ccc2nc3ccccn3c2c1
    ?, -7%, -1.7%[57.5 µM], 0%, i, 3.4e-06M*, i, i, 2%, 4%, 0%
> Cc1noc(C)c1C(=O)NCc1ccco1
    -8%, -5%, -2.2%, 2%, i, 2.5e-08M*, i, i, 0%, -3%, ?
> CCC(CC)C(=O)NCCc1cc2c(OC)ccc(OC)c2[nH]c1=O
    6%, -4%, -0.4%, -9%, ?, ?, i, i, -3%, -8%, -4%
> CN(c1ccccc1)S(=O)(=O)c1cc(C(=O)N2CCN(c3ccccn3)CC2)ccc1Cl
    2%, -1%, -2.8%, 13%, i, i, i, ?, 0%, -1%, -17%
> O=C(CSc1ccccn1)c1ccc2c(c1)OCO2
    -20%, 0%, -2.4%, 0%, /, /, /, /, 12%, 2%, -8%
> O=C(C1CC1)N1CCc2cc(Br)cc(S(=O)(=O)NCC3COc4ccccc4O3)c21 (stereo unspecified)
    3%, -3%, -0.6%, 0%, i, i, i, i, -2%, -1%, -16%
> Cc1cc(C(F)F)n2ncc(C(=O)NCc3ccccc3)c2n1
    3%, -3%, /, 2%, ?, ?, i, i, -1%, 3%, 1%

Additional structures
Each structure is followed by: HADH2 inhib, Pol III holo inh, HBB splice mod, UbGFP stabilizer, Texas Red fluor, 4-MU autofl, Rhodamine fluor, Fluorescein fluor, Epigenetic mod, Hsp90 Hop PPI, 15-hLO inh
> C1CCCN(CCCCN2CCCCCC2)CC1
    /, /, /, /, i, 1.8e-08M*, i, i, 2%[20.6 µM], /, /
> CC(CCc1ccccc1)NC(=O)CN1CCOc2ccccc21 (stereo unspecified)
    -1%, 3%, -0.2%, 9%, /, /, /, /, 7%, -8%, -9%
> O=C(Nc1ccc(Oc2ccc(NC(=O)C3CCCO3)cc2)cc1)C1CCCO1 (stereo unspecified)
    -6%[11.4 µM], -8%[11.4 µM], -0.5%[0.0738 µM], 8%[9.17 µM], /, /, /, /, 0%, -6%[11 µM], 2%[11.4 µM]
> O=C(Nc1nccs1)C12CC3CC(C1)CC(C(=O)Nc1nccs1)(C3)C2
    -6%, -2%, -0.4%[9.22 µM], 4%, /, /, /, /, -1%, -10%, -1%
> N#Cc1ccccc1Sc1ccccc1C(=O)OCC(=O)N1CCN(C(=O)c2ccco2)CC1
    15%, -4%, -2.3%, 0%, ?, i, i, ?, -1%, -8%, 0%
> Fc1ccc(CN(C2=NCCN2)c2c(Cl)cccc2Cl)cc1
    -2%, -4%, 2.4%, -2%, i, i, i, ?, -2%, -10%, -6%
> Cc1nnc(SCC(=O)Nc2ccccc2NC(=O)CSc2nnc(C)s2)s1
    7%, -7%, -0.1%, -3%, i, i, i, i, -3%, -2%, 2%
> Cc1cc(NC(=O)Nc2cccc3ccccc23)no1
    -18%, -2%, -0.4%[9.22 µM], 13%, /, /, /, /, 0%, 0%, -3%
> CC(=O)Nc1ccccc1OCc1nnc(-c2cccs2)o1
    1%, -12%, 0.2%[1.84 µM], -6%, ?, i, i, i, -2%, 1%, 8%
> O=C(O)CCc1ccc(-c2cccs2)n1NC(=O)c1ccc(O)cc1
    -23%, -9%, -0.3%, -3%, ?, i, i, i, 6%, 0%, -10%
> COc1cc(NC(=O)CS(=O)(=O)c2ccc(C)cc2)cc(OC)c1OC
    7%, -14%, 7.4%, -3%, i, i, i, i, 0%, ?, -13%
> Cc1cc(C)n(C(=O)CSc2nnc(SCC(=O)n3nc(C)cc3C)s2)n1
    -4%, -2%, 2.9%[1.84 µM], 11%, ?, i, i, ?, -3%, -2%, 3%

Only part of the results is shown (hit frequency here may not be typical).
